# Tau fibril FP = blocks human tau fibril formation measured by polarization. 0.39% of 280,000 active. Potency, µM (series often up to 57.7 µM), inactives show at the highest dose activity, negative = inhibition, actives largely listed as inhibitors. K18 P301L tau heparin fibrillization, Alexa594 FP, 6 h. P10636; further: potency means the concentration at half of the fitted maximal effect; on the % scale 0 is the no-effect control and ±100 the full control effect; nearly all actives have a fitted effect of over 55% in size
# Target sequence (P10636 561-689 P618L limits assumed): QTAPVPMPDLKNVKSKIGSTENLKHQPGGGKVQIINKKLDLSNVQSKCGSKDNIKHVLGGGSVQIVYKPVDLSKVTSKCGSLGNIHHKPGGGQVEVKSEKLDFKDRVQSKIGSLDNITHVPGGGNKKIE
#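 Heparin (20 uM) drove fibril formation of recombinant tau K18 P301L, 15 uM unlabeled with 0.24 uM Alexa 594 label, for 6 hr at 37 C in 100 mM sodium acetate pH 7. Fluorescence polarization (555/632 nm) read 1 hr after 30 uM ThT.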
# GLA spleen mod = alpha-galactosidase A (human) modulation; Potency, µM (highest dose often 80 µM), without a hit: at the top dose activity change, negative = inhibition, most hits filed as inhibitors; AID 2107; human spleen homogenate, 4MU-alpha-Gal fluorescence, 40 min; 0.008% of 240,000 active;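 further: potency means the concentration at half of the fitted maximal effect; 0% = enzyme with vehicle and -100% = no enzyme basal signal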
# Target sequence (P06280 32-429 limits assumed): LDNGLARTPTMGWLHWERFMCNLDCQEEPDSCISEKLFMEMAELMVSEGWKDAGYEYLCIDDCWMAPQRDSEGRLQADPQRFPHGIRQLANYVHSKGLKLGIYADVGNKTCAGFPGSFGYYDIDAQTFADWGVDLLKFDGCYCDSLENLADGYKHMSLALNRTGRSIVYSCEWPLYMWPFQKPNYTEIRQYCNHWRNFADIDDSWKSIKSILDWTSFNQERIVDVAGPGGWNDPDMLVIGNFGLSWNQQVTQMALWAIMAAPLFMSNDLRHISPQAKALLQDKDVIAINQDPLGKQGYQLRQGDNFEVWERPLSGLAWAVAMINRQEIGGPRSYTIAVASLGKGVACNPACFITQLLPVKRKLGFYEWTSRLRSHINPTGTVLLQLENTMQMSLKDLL
#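 Inhibition or activation of alpha-galactosidase in human spleen homogenate is scored by 4-MU fluorescence after 40 min at 37C, pH 5.0, with 1 mM substrate. AC50s come from concentration-response fitted to the Hill equation.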
# TRb SRC2 PPI = disrupts binding of human TR beta to SRC2 | P10828 | TRbeta-SRC2 peptide binding, fluorescence polarization; receptor liganded with 1 µM T3 | Potency, µM (doses to about 106 µM), for inactives: top-dose activity change, negative = inhibition, actives largely listed as inhibitors | 0.065% of 280,000 active | AID 1469;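 further: potency means the concentration at half of the fitted maximal effect; plate controls were bound peptide for no effect and peptide without receptor for full effect; nearly all actives have a fitted effect of over 50% in size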
#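 Compounds were added to 0.6 uM TRb ligand-binding domain and 20 nM Texas Red-labeled SRC2 peptide in Tris buffer containing 1 uM T3, incubated 5 hr at ambient temperature, then read by fluorescence polarization.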
# Tau fluor counter = counter-screen for tau fibril formation inhibitors. tau K18 P301L (four-repeat tau fragment) Alexa594 fluorescence, heparin fibrillization. Potency, µM (titrated, usually from 57.7 µM), without a hit: top-dose activity change, negative = decrease. 0.93% of 280,000 active. AID 1463; further: potency means the concentration at half of the fitted maximal effect; on the % scale 0 is the no-effect control and ±100 the full control effect; nearly all actives have a fitted effect of over 55% in size
#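 Human K18 P301L tau (15 uM unlabeled plus 0.24 uM Alexa 594-labeled, final) in 100 mM sodium acetate pH 7 was mixed with compound and 20 uM heparin and incubated 6 hr at 37 C.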
# TexasRed fluor = Texas Red fluorescence interference in TRb-SRC2 counter-screen; TRb/SRC2 Texas Red total fluorescence interference; Potency, µM (doses to about 106 µM), for the others: at the highest dose fluorescence change, negative = quenching; 0.29% of 280,000 active; AID 1479; active means well fitted curve in either direction with a large enough effect; inconclusive means small, poorly fitted or top-dose-only effect; further: potency means the concentration at half of the fitted maximal effect; on the % scale 0 is the no-effect control and ±100 the full control effect
#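 Human TRβ ligand-binding domain (0.6 uM) and Texas Red SRC2 peptide (20 nM) in Tris buffer with 1 uM T3 and 5% DMSO were incubated with pinned compound for 5 hr at ambient temperature. Total fluorescence was computed as S + 2P (555/632 nm).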
# CBFb-RUNX1 inh = inhibitors of human CBF-beta and RUNX1 interaction; Q01196+Q13951; AlphaScreen CBFb-His/RUNX1-biotin binding, biochemical; Potency, µM (doses to about 59.8 µM), without a hit: top-dose activity, negative = inhibition, most hits filed as inhibitors; 230,000 tested, under 10 active; AID 1477; further: % of control where 0% means no effect
#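 CBF-beta (His) and RUNX1 (biotin), 30 nM each; 20 min preassociation; + compound, 15 min; + beads 50 ng each (Ni, streptavidin), 90 min; RT; AlphaScreen read.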
# Epigenetic reg = derepresses silenced GFP reporter in murine cells; Potency, µM (top dose mostly 53.9 µM), for the others: at the top dose GFP activation, usual class: activators; murine LDR cells, GFP reporter derepression, 30 h; 0.2% of 280,000 active; AID 1865; further: potency means the concentration at half of the fitted maximal effect; % of control where 0% means no effect; nearly all actives have a fitted effect of over 60% in size
#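 Murine LDR cells bearing a silenced CMV-driven GFP reporter were exposed to compound for 30 h at 37 C. After PBS washes, GFP-positive cells (20-120 um objects) counted by laser-scanning microplate cytometry.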
# NPSR antagonist = neuropeptide S receptor (human) antagonism, cAMP; 1% of 220,000 active; AID 1461; Potency, µM (highest dose often 38.3 µM), for inactives: at the top dose activity change, negative = inhibition, usual class: inhibitors; Q6W5P4; CHO-NPSR cells, cAMP TR-FRET, antagonist mode; further: potency means the concentration at half of the fitted maximal effect; on the % scale 0 is the no-effect control and ±100 the full control effect; nearly all actives have a fitted effect of over 50% in size; many of its hits are not listed in these tables
# Target sequence (Q6W5P4 whole entry, looked up): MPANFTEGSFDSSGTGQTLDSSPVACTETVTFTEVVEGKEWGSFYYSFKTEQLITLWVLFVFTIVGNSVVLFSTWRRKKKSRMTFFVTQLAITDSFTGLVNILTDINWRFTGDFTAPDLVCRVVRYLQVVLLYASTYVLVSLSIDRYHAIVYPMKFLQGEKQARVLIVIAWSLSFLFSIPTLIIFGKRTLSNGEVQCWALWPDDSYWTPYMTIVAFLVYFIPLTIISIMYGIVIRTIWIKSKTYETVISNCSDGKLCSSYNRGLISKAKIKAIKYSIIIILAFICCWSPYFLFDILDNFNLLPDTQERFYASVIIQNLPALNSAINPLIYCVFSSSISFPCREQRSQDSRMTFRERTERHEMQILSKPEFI
# Numbers without * were called inactive; ? = inconclusive; . = not tested or not shown; [ ] = remark or other dose. Unless noted, the call rests on the fitted dose curve; in most records, active means well fitted curve in the direction sought with a large enough effect; inconclusive means small, poorly fitted or top-dose-only effect, or another doubt; inactive means no such curve, though single readings can be large; an effect the other way counts as inactive or inconclusive.
SMILES	Tau fibril FP	GLA spleen mod	TRb SRC2 PPI	Tau fluor counter	TexasRed fluor	CBFb-RUNX1 inh	Epigenetic reg	NPSR antagonist
CCOC(=O)c1cnc2c(C)c(Cl)ccc2c1N1CCOCC1	3.9%	-2.6%	4.6%	-0.8%	3.6%	-1.3%	1.0%	-2.1%[46.1 µM]
S=C(NCc1ccncc1)Nc1cccc(Cl)c1	-3.9%	6.1%	2.1%	7.0%	1.9%	2.0%	0.0%	15.5%
O=C(O/N=C\c1ccc(N2CCCCC2)c([N+](=O)[O-])c1)c1cccc(C(F)(F)F)c1	4.2%	-5.3%	-3.9%	?	-6.1%	0.2%	-12.4%	-4.0%[46.1 µM]
Cc1cc(C(=O)CSc2cccc[n+]2[O-])c(C)n1-c1ccc(Br)cc1	-2.9%	-2.5%	-6.8%	-2.5%	0.9%	?	3.2%	-58.0%
Cc1cccc(C)c1NC(=S)NN1CCN(C)CC1	4.5%	0.9%	-4.8%	-5.2%	0.1%	-0.1%	2.1%	5.3%[46.1 µM]
Fc1ccc(-n2ncc3c(Nc4ccc(Oc5ccccc5)cc4)ncnc32)cc1	?	.	3.3%	?	1.0%	.	2.0%	.
O=C(Nc1ccc(-n2ccnc2P(=O)(O)c2ccccc2)cc1)c1ccccc1Br	-2.0%	18.3%	-19.7%	-13.2%	2.0%	9.7%	-1.0%	-6.9%[46.1 µM]
CCOC(=O)Cn1c(CN2CCN(C(c3ccccc3)c3ccccc3)CC2)nc2c1c(=O)n(C)c(=O)n2C	4.0%	1.0%	5.0%	-3.8%	-0.9%	6.6%	0.0%	15.8µM*
N#CCCN(Cc1cccnc1)C(=S)NC1CC2C=CC1C2 (stereo not given)	-1.9%	-8.1%	2.2%	0.3%	-1.4%	-1.6%	0.5%	-6.8%
CN(C)CCCNc1ncnc2scc(-c3ccccc3)c12	-7.0%	9.0%	4.9%	0.0%	-1.9%	9.3%	-4.8%	21.3%
Cc1cccc(SCc2noc(C(=O)NC(C)C)c2C(=O)O)c1	0.5%	0.2%	0.9%	3.2%	-1.1%	-1.0%	-0.9%	-2.9%[46.1 µM]
Clc1ccc(Cn2c(-c3cccnc3Cl)nc3ccccc32)c(Cl)c1	9.4%	5.8%	-6.5%	-11.4%	-3.2%	-1.1%	-3.2%	?
COc1cccc(Oc2ccc(N/C=C/C(=O)C(C)(C)C)cc2)c1	-0.3%	12.0%	1.2%	2.1%	-3.6%	6.6%	-1.3%	-19.9%
COc1ccc(NC(=O)CS(=O)CC(=O)Nc2ccc(OC)c(OC)c2)cc1 (stereo not given)	10.5%	7.1%	2.9%	-1.8%	4.9%	-3.4%	0.8%	3.0%[46.1 µM]
COc1ccccc1CCNC(=O)C(=O)NCC(c1ccco1)S(=O)(=O)c1ccccc1 (stereo not given)	-1.7%	.	4.2%	-10.7%	1.2%	.	3.0%	.
Cc1ccc(OCCN2C(=O)OC(C)(C)C2(C)O)cc1 (stereo not given)	-4.4%	-9.0%	-4.0%	-18.1%	2.4%	3.5%	-0.3%	-4.9%[46.1 µM]
Nc1cc2sc(-c3ccc(C(=O)O)cc3)nc2cc1Cl	1.7%	4.6%	12.3%	-21.2%	-9.2%	18.8%	-0.1%	-29.0%
Cc1ccc(NC(=O)CSc2nc3c(c(=O)[nH]2)CCC3)cc1C	7.3%	-0.2%	3.5%	-4.3%	2.0%	2.7%	0.0%	-11.2%[46.1 µM]
OC(COc1ccc(CNCCc2ccc(C(F)(F)F)cc2)cc1)CN1CCCCC1 (stereo not given)	-8.0%	-5.0%	7.3%[53 µM]	-14.3%	-0.9%[53 µM]	12.2%	7.1%	38.7%
O=C(/C=C/c1ccc(Cl)cc1)NCc1ccncc1	2.1%	-11.0%	-0.4%	-8.9%	-5.8%	19.7%	-0.6%	-40.6%
Cc1cc(C)n(-c2ccc(C(=O)Nc3ccc(S(=O)(=O)N(C)C)cc3)cc2)n1	0.9%	4.7%	-5.4%	-26.0%	-2.5%	7.1%	-1.9%	7.0%
COc1ccc(OC)c(NC(=O)C(=O)N/N=C/c2ccccc2[N+](=O)[O-])c1	-4.9%	2.2%	-26.0%	-7.2%	1.9%	-1.3%	3.9%	4.5%[46.1 µM]
CC(C)CCn1nnnc1C(c1ccccc1)N1CCC(C(N)=O)CC1 (stereo not given)	5.5%	-1.3%	-11.0%	-1.0%	0.1%	2.5%	-2.5%	-20.2%[46.1 µM]
COc1ccccc1N1C(=O)CC(Sc2ccccc2N)C1=O (stereo not given)	-2.0%	4.7%	2.9%	-20.1%	-0.1%	1.4%	-1.0%	-20.5%
C/C(=N\Nc1nc(Cl)c(Cl)cc1Cl)c1ccc(S(=O)(=O)NCc2ccco2)cc1	?	2.7%	1.6%	-18.5%	-0.7%	-2.1%	2.1%	-17.7%

# Three entries from above, field by field:
Cc1cc(C(=O)CSc2cccc[n+]2[O-])c(C)n1-c1ccc(Br)cc1
  Tau fibril FP = -2.9%	GLA spleen mod = -2.5%	TRb SRC2 PPI = -6.8%	Tau fluor counter = -2.5%	TexasRed fluor = 0.9%	CBFb-RUNX1 inh = ?	Epigenetic reg = 3.2%	NPSR antagonist = -58.0%
Cc1cccc(C)c1NC(=S)NN1CCN(C)CC1
  Tau fibril FP = 4.5%	GLA spleen mod = 0.9%	TRb SRC2 PPI = -4.8%	Tau fluor counter = -5.2%	TexasRed fluor = 0.1%	CBFb-RUNX1 inh = -0.1%	Epigenetic reg = 2.1%	NPSR antagonist = 5.3%[46.1 µM]
Fc1ccc(-n2ncc3c(Nc4ccc(Oc5ccccc5)cc4)ncnc32)cc1
  Tau fibril FP = ?	GLA spleen mod = .	TRb SRC2 PPI = 3.3%	Tau fluor counter = ?	TexasRed fluor = 1.0%	CBFb-RUNX1 inh = .	Epigenetic reg = 2.0%	NPSR antagonist = .

# The results go on:
# Value order: Tau fibril FP, GLA spleen mod, TRb SRC2 PPI, Tau fluor counter, TexasRed fluor, CBFb-RUNX1 inh, Epigenetic reg, NPSR antagonist
Cc1oc(-c2cccc(Cl)c2)nc1CN1CCC(C(=O)NCc2cccnc2)CC1
  2.5%, -0.1%, -9.4%, -3.9%, -3.0%, 1.6%, 0.0%, -7.7%[46.1 µM]
CC(C)C(CCNC(=O)CC(Cc1ccccc1)c1ccco1)c1ccco1 (stereo not given)
  3.6%, 14.5%, ?, -8.8%, 5.1%, -25.7%, -0.9%, ?
Cc1ccc(CSC2=NCCN2C(=O)C(C)Oc2ccccc2)cc1 (stereo not given)
  10.6%, 2.2%, 0.7%, -6.0%, -2.8%, 22.1%, 1.4%, -36.5%
COc1ccc(C2=Nn3c(nnc3-c3ccccc3O)SC2)cc1
  ., 8.2%, -9.0%, ., -0.2%, -4.0%, ., .
COC(=O)COc1ccc(S(=O)(=O)N2CCN(c3ccccc3)CC2)cc1
  6.4%, 1.1%, 5.0%, -5.0%, -0.7%, 4.5%, -1.1%, -28.1%
COc1cc(/C=N/NC(=O)C2C3CCCCC32C)cc(Br)c1O (stereo not given)
  ?, -4.8%, 1.8%, ?, 1.1%, 4.8%, -2.1%, -54.6%
Cc1oc2c(c1C(=O)NCc1ccccc1)CCCC2
  -7.9%, -1.6%, -11.0%, -12.6%, 1.2%, 8.8%, -0.9%, -9.1%[46.1 µM]
CCSc1nnc2c(n1)OC1(CCCC1)Nc1ccccc1-2
  10.8%, 1.2%, 3.0%, 1.6%, -8.1%, 1.3%, 0.0%, -3.8%[46.1 µM]
O=C(O)c1cccc(N(CCO)CCO)c1
  -4.6%, 3.7%, 12.2%, -4.4%, 2.5%, 9.1%, 0.0%, 12.0%
COc1ccc(-c2cc(C(F)(F)F)nc(SCC(=O)N3CCCCC3)n2)cc1
  -9.3%, ., -2.8%, -1.6%, 5.5%, ., ?, .
Cc1cc(C(=O)CSc2nnc(N)s2)c(C)n1Cc1cccs1
  4.7%, 0.6%, -2.1%, -11.2%, 5.9%, 6.4%, 1.3%, -4.2%[46.1 µM]
CCc1cc2c(C)ccc(C)c2nc1SCC(=O)Nc1c[nH]c(=O)[nH]c1=O
  -14.9%, 4.3%, -2.8%, -7.8%, -1.4%, -1.3%, 8.4%, ?
COc1ccc(CC(=O)NC(C)c2nnc(SCC(=O)Nc3cc(C)ccc3OC)n2C)cc1 (stereo not given)
  3.8%, 5.4%, -4.6%, -3.6%, 0.9%, -1.0%, 3.2%[10.1 µM], -5.1%
COn1c(-c2ccccc2)nc2c1CCc1c-2no[n+]1[O-]
  1.0%, -1.9%, -11.2%, -2.8%, -2.3%, -3.2%, -3.9%, -18.4%[46.1 µM]
O=C(Nc1ccc2c(c1)Cc1ccccc1-2)c1ccco1
  -10.9%, 5.3%, 4.9%, -20.4%, 0.1%, 3.0%, -0.7%, -20.4%[46.1 µM]
O=C(NCCC(=O)N1CCN(c2ncccn2)CC1)c1ccccc1
  3.8%, -11.2%, -6.6%, 6.4%, -1.9%, 0.9%, -1.0%, 2.5%[46.1 µM]
CCOC(=O)C1=C(N)OC2=C(C(=O)CC(C)(C)C2)C1c1cccs1 (stereo not given)
  -1.4%, -20.1%, -2.9%, -12.7%, -3.8%, 11.0%, -1.0%, -9.1%[46.1 µM]
CCOc1ccccc1NC(=O)C1CC2CCCC(C1)C2=O (stereo not given)
  -0.1%, 2.2%, 6.1%, 0.5%, -0.7%, -5.9%, 0.0%, -9.8%[46.1 µM]

# One compound at a time (already shown):
# COc1cc(/C=N/NC(=O)C2C3CCCCC32C)cc(Br)c1O (stereo not given) across the screens: Tau fibril FP = ?; GLA spleen mod = -4.8%; TRb SRC2 PPI = 1.8%; Tau fluor counter = ?; TexasRed fluor = 1.1%; CBFb-RUNX1 inh = 4.8%; Epigenetic reg = -2.1%; NPSR antagonist = -54.6%
# Cc1oc2c(c1C(=O)NCc1ccccc1)CCCC2 across the screens: Tau fibril FP = -7.9%; GLA spleen mod = -1.6%; TRb SRC2 PPI = -11.0%; Tau fluor counter = -12.6%; TexasRed fluor = 1.2%; CBFb-RUNX1 inh = 8.8%; Epigenetic reg = -0.9%; NPSR antagonist = -9.1%[46.1 µM]

# Not all compounds are listed, so the mix of outcomes need not match the whole.
